Dengue inhibitors = antivirals protecting cells from dengue CPE – CPE readout, HTS (AID 540333) | CPE inhibition, % at 20 µM | Dengue virus CPE inhibition in host cells; stronger effect = higher value | 10,000 compounds, 3.1% hits; in the data active means CPE inhibition mostly above about 9.1%, no sharp cut-off; inactive means mostly below about 7.2%
* hit, by the source's call. Only part of the results is shown; rates above refer to the full screens.

Screening CC(OC(=O)CC(NC(=O)c1ccccc1Cl)c1ccccc1)C(=O)Nc1cccc(Cl)c1Cl (configuration not stated) returned Dengue inhibitors 0.6.
`CCC(C)c1ccc(NC(=S)Nc2ccc(OC)cc2C)cc1` (configuration not stated) gave Dengue inhibitors 7.3.
Screening COc1cccc(OC)c1C(=O)NC(=S)Nc1cc(-c2nc3ccccc3[nH]2)ccc1Cl returned Dengue inhibitors 0.6.
`N#C/C(=C\c1cn(Cc2ccc(F)cc2)c2ccccc12)C(=O)NCc1ccco1` gave Dengue inhibitors 0.2.
`CCCC(=O)Nc1cccc(NC(=O)c2cccc([N+](=O)[O-])c2C)c1` gave Dengue inhibitors inactive.
`CCc1nnc(NC(=O)CCN(c2cc(C)cc(C)c2)S(=O)(=O)c2ccc(Cl)cc2)s1` gave Dengue inhibitors 0.3.
Screening CC(=O)N1c2ccccc2C2CCCC[C@@H]21 (some centres not stated) returned Dengue inhibitors 0.4.
CCCCCn1c(N)c(-c2nc3ccccc3o2)c2c([N+](=O)[O-])nn(CC)c(=O)c21 was read as Dengue inhibitors 3.0.
CCCCC(O)(CCCC)C(=O)NN(C(=O)OCC)c1ccccc1 was read as Dengue inhibitors 2.8.
Screening CN(C)CCNC(=O)/C(=C/c1ccc(-c2ccc(Cl)cc2)o1)NC(=O)c1ccccc1 returned Dengue inhibitors inactive.
Cc1cc2cc(C)c3nnc(SCC(=O)Nc4ccc(S(=O)(=O)N5CCCCC5)cc4)n3c2cc1C was read as Dengue inhibitors 3.3.
COc1ccc(-c2csc(NC(=O)CN3C(=O)CCC3=O)n2)c(OC)c1 was read as Dengue inhibitors 0.5.
`Cc1cc(C)n(-c2nnc(NC(C)(C)C)nn2)n1` gave Dengue inhibitors 0.2.
Cc1ccn(CC(=O)N2N=C(C(F)F)CC2(O)C(F)F)n1 (configuration not stated) was read as Dengue inhibitors inactive.
CCCN(CC(=O)Nc1cc(Cl)ccc1Cl)C(=O)/C=C/c1ccco1 was read as Dengue inhibitors 0.3.

The last 2 entries of the section above open the next one.
Cc1ccn(CC(=O)N2N=C(C(F)F)CC2(O)C(F)F)n1 (configuration not stated) was read as Dengue inhibitors inactive.
CCCN(CC(=O)Nc1cc(Cl)ccc1Cl)C(=O)/C=C/c1ccco1 was read as Dengue inhibitors 0.3.
For c1ccc(NCc2nc3ccccc3n2CCOc2ccccc2)cc1 the results were Dengue inhibitors 0.7.
`O=C(Nc1ccc2c3c(cccc13)CC2)c1cccc([N+](=O)[O-])c1` gave Dengue inhibitors 1.4.
CC1=NN(C(=O)COc2ccc(C)c(C)c2)C(O)(c2ccccc2)C1 (configuration not stated) was read as Dengue inhibitors inactive.
`COCCCNC(=S)N1CCN(c2ccc([N+](=O)[O-])cc2)CC1` gave Dengue inhibitors inactive.
Cc1nn(CC(=O)Nc2cccc(S(N)(=O)=O)c2)c(C)c1[N+](=O)[O-] was read as Dengue inhibitors 0.2.
CN(C)S(=O)(=O)c1ccc2c(c1)C(=O)c1cc(S(=O)(=O)N(C)C)ccc1CC2 was read as Dengue inhibitors 1.8.
Screening CCOC(=O)C(=CNc1ccc(NC2=NCC(C)S2)cc1)C(=O)OCC (configuration not stated) returned Dengue inhibitors 11*.
`CCc1cc(OCCCCNCc2ccccc2)ccc1Cl` gave Dengue inhibitors inactive.
COc1ccc(/C=N/NS(C)(=O)=O)c(OC)c1 was read as Dengue inhibitors 0.2.
Cc1nnc(N/N=C\c2ccc(-c3ccccc3[N+](=O)[O-])o2)n1N was read as Dengue inhibitors inactive.
Screening CNC(=S)N(CCc1ccc(OC)c(OC)c1)Cc1cc2c(C)cc(C)cc2[nH]c1=O returned Dengue inhibitors inactive.
`Cc1c(C(=O)OCC(=O)Nc2ccc3c(c2)OCO3)cccc1[N+](=O)[O-]` gave Dengue inhibitors 0.3.
For CC12CCC(C(=O)N(c3ccc(Cl)cc3)C1=O)C2(C)C (configuration not stated) the results were Dengue inhibitors inactive.
For O=C1C=CC(=O)N1N(c1ccccc1)c1ccccc1 the results were Dengue inhibitors inactive.
For Cc1cc(C)cc(N(CCC(=O)Nc2nnc(C)s2)S(=O)(=O)c2ccc(Cl)cc2)c1 the results were Dengue inhibitors inactive.
COc1ccc2[nH]c(O)c(N=NC(=N)N)c2c1 was read as Dengue inhibitors 0.4.
`Cc1ccc(NC(=O)CN2CCN(CCN=CC3=C(O)CC(c4ccccc4)CC3=O)CC2)cc1` (configuration not stated) gave Dengue inhibitors inactive.
Screening CC(C)[C@H](NC(=O)c1ccccc1)C(=O)OCC(=O)NCCC1=CCCCC1 returned Dengue inhibitors 0.4.
Cc1cccc(NC(=O)C2Cc3ccccc3CN2C(=O)OCc2ccccc2)c1C (configuration not stated) was read as Dengue inhibitors 2.8.
Screening Clc1ccc(-c2cc(-c3nnc4n3CCCCC4)c3ccccc3n2)cc1 returned Dengue inhibitors 8.2.
Screening Cc1cc(C(=O)COC(=O)c2ccc[nH]c2=O)c(C)n1-c1ccc(F)cc1 returned Dengue inhibitors 0.4.
For CCn1cc(C(=O)O)c(=O)c2cc(F)c(N/N=C/c3ccccc3)cc21 the results were Dengue inhibitors 0.4.
Screening Cc1ccccc1NC(=O)C(=O)N/N=C/c1cccc(Br)c1 returned Dengue inhibitors 0.5.
COc1ccc(CC(=O)Nc2cccc(C(=O)Nc3ccccc3C(=O)O)c2)cc1OC was read as Dengue inhibitors 0.5.
CCCn1nnnc1NC(=O)COc1ccc(Cl)c(C)c1 was read as Dengue inhibitors inactive.
For CCOC(=O)NN1C(=O)c2ccccc2NC1c1ccccc1O (configuration not stated) the results were Dengue inhibitors 0.4.
For COc1cccc(/C=N/NC(=O)CNC(=O)c2ccc3c(c2)OCCO3)c1O the results were Dengue inhibitors inactive.
Cc1ccc(NC(=O)C(OC(=O)c2cc(C)oc2C)c2ccccc2)cc1 (configuration not stated) was read as Dengue inhibitors 18*.
For NC1=NC(=O)/C(=C/c2cn(CCC(=O)O)nc2-c2ccc(Cl)cc2)S1 the results were Dengue inhibitors 0.1.
CC(C)(C)c1ccc(OCC(=O)NNC(=S)NC(=O)c2ccccc2[N+](=O)[O-])c(Br)c1 was read as Dengue inhibitors 3.5.
`COCCN(C(=O)CSc1nnc(C)n1-c1ccccc1)c1c(N)n(Cc2ccccc2)c(=O)[nH]c1=O` gave Dengue inhibitors inactive.
For CCCc1nn2c(=O)cc(O)nc2s1 the results were Dengue inhibitors 0.2.
Screening O=C(NCc1ccco1)c1ccc2c(c1)S(=O)(=O)c1ccccc1C2=O returned Dengue inhibitors inactive.
Screening CC(=O)c1cccc(NC(=S)NC(=O)c2cccc(C)c2)c1 returned Dengue inhibitors inactive.
For O=C1C2C3C=CC(c4ccccc4)(C2C(=O)N1c1cccc(Cl)c1)C1C(=O)N(c2cccc(Cl)c2)C(=O)C31 (configuration not stated) the results were Dengue inhibitors 25*.
`COc1ccc(NC(=O)c2ccccc2)cc1NS(=O)(=O)c1ccc(F)cc1` gave Dengue inhibitors inactive.
Screening COc1cccc(C=Nc2ccccc2C#N)c1O returned Dengue inhibitors 1.4.
For CCCCNC(=O)C(=O)N/N=C/c1cccc(Br)c1 the results were Dengue inhibitors inactive.
`CCn1nc(C(=O)Nc2ccc3nc(C)sc3c2)c2ccccc2c1=O` gave Dengue inhibitors inactive.
Screening COc1ccc(NC(=O)c2cccc(S(=O)(=O)N(C)c3ccccc3)c2)cn1 returned Dengue inhibitors 0.4.
Screening C#Cc1ccc([C@H]2C=C(C(=O)NCc3ccccc3)O[C@@H](OCc3ccc(CO)cc3)C2)cc1 returned Dengue inhibitors 0.2.
O=[N+]([O-])c1ccc(COc2ccc(-c3[nH]ncc3-c3ccc(Cl)cc3)c(O)c2)cc1 was read as Dengue inhibitors 5.7.
`C=CCN(CC=C)C(=S)NC(=O)/C=C/c1ccc(C)cc1` gave Dengue inhibitors 0.3.
For Cc1ccc2nc(-c3ccc(N4C(=N)SC5CS(=O)(=O)CC54)cc3)sc2c1 (configuration not stated) the results were Dengue inhibitors 4.4.
OC(CN1CCN(Cc2ccccc2)CC1)Cn1c2ccccc2c2ccccc21 (configuration not stated) was read as Dengue inhibitors inactive.

A portion from further up:
For Cc1ccc2nc(-c3ccc(N4C(=N)SC5CS(=O)(=O)CC54)cc3)sc2c1 (configuration not stated) the results were Dengue inhibitors 4.4.
OC(CN1CCN(Cc2ccccc2)CC1)Cn1c2ccccc2c2ccccc21 (configuration not stated) was read as Dengue inhibitors inactive.

A draw from above in order of SMILES length, lowest first.
Screening CC(=O)c1cccc(NC(=S)NC(=O)c2cccc(C)c2)c1 returned Dengue inhibitors inactive.
For Cc1ccc2nc(-c3ccc(N4C(=N)SC5CS(=O)(=O)CC54)cc3)sc2c1 (configuration not stated) the results were Dengue inhibitors 4.4.
O=[N+]([O-])c1ccc(COc2ccc(-c3[nH]ncc3-c3ccc(Cl)cc3)c(O)c2)cc1 was read as Dengue inhibitors 5.7.

Remaining list, next part:
`O=C(COC(=O)c1cccc(NS(=O)(=O)/C=C/c2ccccc2)c1)Nc1ccccc1OC(F)F` gave Dengue inhibitors 0.3.
For COc1ccc(-c2cc(C(=O)N3CCN(c4ncccn4)CC3)c3ccccc3n2)c(OC)c1 the results were Dengue inhibitors inactive.
CN1CCN(CC(O)COCCOc2ccc(Br)cc2)CC1 (configuration not stated) was read as Dengue inhibitors 0.7.
For Cc1cccc(C(=O)NC(=S)NNC(=O)c2ccc(Cl)cc2)c1 the results were Dengue inhibitors 1.7.
Screening CC(NC(=O)Nc1ccccc1)C(c1ccccc1)N1CCOCC1 (configuration not stated) returned Dengue inhibitors inactive.
O=C(C[n+]1cc(-c2ccccc2)n2c1CCC2)N1c2ccccc2Sc2ccccc21 was read as Dengue inhibitors 2.9.
`CN(C)S(=O)(=O)c1cc(NC(=O)COC(=O)C2CSC3(C)CCC(=O)N23)ccc1Cl` (configuration not stated) gave Dengue inhibitors inactive.
`O=C(NC(=S)NCc1ccccc1)c1ccc2c(c1)OCO2` gave Dengue inhibitors inactive.
`COc1cccc(NC(=O)c2ccc(Cn3cc([N+](=O)[O-])cn3)o2)c1` gave Dengue inhibitors inactive.
Screening Cc1ccc(CN(Cc2ccco2)S(=O)(=O)c2ccc(S(=O)(=O)NCC3CCCO3)cc2)cc1 (configuration not stated) returned Dengue inhibitors 6.2.
CN1C(=O)c2ccc(NC(=S)NC(=O)C(C)(C)C)cc2C1=O was read as Dengue inhibitors inactive.
For CCOC(=O)[C@H]1[C@H]2COc3ccccc3[C@@H]2N2C(=O)c3cc(C)ccc3NC(=O)[C@@]12C the results were Dengue inhibitors 0.2.
CCOC(=O)C1CCN(C(=S)Nc2cccc(C)c2C)CC1 was read as Dengue inhibitors 0.3.
C=CCN(CC=C)C(=S)NC(=O)/C=C/c1ccccc1 was read as Dengue inhibitors 0.3.
`N#Cc1c(-c2ccccc2F)cc(-c2cccnc2)nc1N` gave Dengue inhibitors inactive.
COc1cc(NC(=O)C2=C(N3CCOCC3)/C(=C\c3ccc(N(C)C)cc3)CCC2)cc(OC)c1OC was read as Dengue inhibitors inactive.
`COc1cc(/C=N/Nc2cccc(C)c2)ccc1OC(=O)c1cccs1` gave Dengue inhibitors 1.1.
For Nc1ncnc(Nc2cc(Cl)cc(Cl)c2)c1[N+](=O)[O-] the results were Dengue inhibitors 7.6.
For CCCC[n+]1c(-c2ccc(Cl)cc2Cl)csc1Nc1ccccc1 the results were Dengue inhibitors 3.4.
`O=C(Nc1ccc2c(c1)OCO2)c1sc2cc(Cl)ccc2c1Cl` gave Dengue inhibitors inactive.
Screening O=C(Nc1cc(Cl)ccc1Oc1ccccc1)c1ccc(F)cc1 returned Dengue inhibitors 7.5*.
For Cc1ccccc1CSCC(=O)N1CCN(c2ccccc2)CC1 the results were Dengue inhibitors 0.6.
For O=C(COc1ccccc1)NC(=S)Nc1ccc2c(c1)Cc1ccccc1-2 the results were Dengue inhibitors inactive.
For CC(C)CC(NC(=O)c1ccc(Cl)cc1)C(=O)OCc1cc([N+](=O)[O-])cc2c1OCOC2 (configuration not stated) the results were Dengue inhibitors 1.4.
CCOC(=O)NC(=O)CSc1nnc(SCCC(=O)O)s1 was read as Dengue inhibitors inactive.
For Cc1ccc(C(=O)CC2C(=O)N(c3ccccc3)C(=S)N2c2ccccc2)cc1 (configuration not stated) the results were Dengue inhibitors 1.1.
For Cc1cccc(NC(=S)N(c2ccccc2)C(C)C)c1C the results were Dengue inhibitors inactive.
For Nc1cc(-c2ccc(Br)cc2)[nH]n1 the results were Dengue inhibitors 0.5.
For O=C1C=C(c2cccnc2)CCC1 the results were Dengue inhibitors 0.1.
Cc1cccc(NC(=O)CSc2nc3c(oc4ccccc43)c(=O)n2-c2ccccc2)c1 was read as Dengue inhibitors 0.5.

Next part; it opens with the 3 that closed the last part.
For Nc1cc(-c2ccc(Br)cc2)[nH]n1 the results were Dengue inhibitors 0.5.
For O=C1C=C(c2cccnc2)CCC1 the results were Dengue inhibitors 0.1.
Cc1cccc(NC(=O)CSc2nc3c(oc4ccccc43)c(=O)n2-c2ccccc2)c1 was read as Dengue inhibitors 0.5.
COc1ccccc1NS(=O)(=O)c1cc(NC(=O)c2cccs2)ccc1N1CCCCC1 was read as Dengue inhibitors 4.6.
For CC(C)CN=Cc1c(O)c([N+](=O)[O-])cc2oc3c(c12)CCCC3 the results were Dengue inhibitors 0.4.
For Cc1nnsc1C(=O)N/N=C/c1ccc2ccccc2c1O the results were Dengue inhibitors inactive.
For Cc1ccc(-n2nnnc2-c2nc3ccccc3s2)cc1 the results were Dengue inhibitors 2.2.
O=C(CSc1nc2ccccc2o1)N/N=C/c1ccccc1 was read as Dengue inhibitors 0.3.
`C/C(CC(=O)NCc1ccccc1)=N\NC(=O)c1cnccn1` gave Dengue inhibitors 0.1.
Screening COc1ccc(-c2ccccc2)cc1NCc1ccc(OC)c(OC)c1 returned Dengue inhibitors 0.2.

Screening results: PubChem BioAssay, Southern Research Specialized Biocontainment Screening Center
